TbHK1 inh – T. brucei hexokinase 1 inhibition; recombinant TbHK1, G6PDH-coupled NADH A340; inhibition, % at 10 µM; 220,000 tested, 0.11% active;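 active = inhibition of 50% or more in the single-dose primary screen; inactive = inhibition below 50%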
zVAD death inh – L929 zVAD cell death inhibition; L929 zVAD necroptosis rescue, ATP luminescence, 24 h; with zVAD 60 µM; viability rescue, % at 10 µM; 220,000 tested, 0.38% active; AID 1377;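 active = activation, scaled between plate controls, above about 75%, limit read from the data; inactive = activation under that limit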;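 note: 0% = zVAD with DMSO and 100% = DMSO alone without zVAD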
p47phox inh – p47phox (human) inhibition; inhibition, % at 24.7 µM; 220,000 tested, 0.53% active; p47phox/p22phox peptide binding, fluorescence polarization, 2 h; AID 1274; P14598;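 active = inhibition above about 30%, limit read from the data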;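 note: 0% = p47phox with labelled peptide and 100% = labelled peptide alone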
Runt-SMMHC FRET – blocks binding of human RUNX1 Runt domain to CBFb-SMMHC | Q01196+Q13951 | Cerulean-Runt/Venus-CBFb-SMMHC FRET ratio 530/480, 1 h | inhibition, % at 20 µM | 220,000 tested, 0.74% active | AID 1434;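 active = mean inhibition across duplicate retests at 20 µM reaching about 50%, limit read from the data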;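 note: 0% = DMSO wells and 100% = wells with excess untagged CBFb-SMMHC; inhibitors lower the FRET ratio by blocking Runt binding to CBFb-SMMHC; some results filed as inactive read as strong as hits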
Target sequence (Q01196 whole entry, looked up, the tested form may be a part): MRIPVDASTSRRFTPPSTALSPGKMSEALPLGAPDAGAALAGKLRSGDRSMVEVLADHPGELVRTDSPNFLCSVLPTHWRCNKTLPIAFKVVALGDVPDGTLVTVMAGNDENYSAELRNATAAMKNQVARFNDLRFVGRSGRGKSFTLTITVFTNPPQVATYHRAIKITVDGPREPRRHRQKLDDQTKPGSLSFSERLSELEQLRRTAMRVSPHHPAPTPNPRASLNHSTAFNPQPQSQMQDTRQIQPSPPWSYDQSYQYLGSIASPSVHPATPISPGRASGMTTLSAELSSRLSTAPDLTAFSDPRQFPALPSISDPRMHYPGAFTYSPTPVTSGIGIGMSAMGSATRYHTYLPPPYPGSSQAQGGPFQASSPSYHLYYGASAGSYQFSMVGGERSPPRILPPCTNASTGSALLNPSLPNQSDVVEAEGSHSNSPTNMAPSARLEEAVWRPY
Target sequence (Q13951 whole entry, looked up, the tested form may be a part): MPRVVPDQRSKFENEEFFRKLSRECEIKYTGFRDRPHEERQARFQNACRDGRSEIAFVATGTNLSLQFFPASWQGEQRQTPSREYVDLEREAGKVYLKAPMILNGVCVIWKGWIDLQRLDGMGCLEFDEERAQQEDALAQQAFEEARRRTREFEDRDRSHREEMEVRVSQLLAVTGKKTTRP
EBV gp42 inh – blocks Epstein-Barr virus glycoprotein 42 binding. Fluorescence polarization binding assay, mP read-out. 220,000 tested, 0.42% active. Q1HVG2. inhibition, % (tested at 21.74 µM); in the data active = inhibition above about 50%
14-3-3 Bad PPI – disrupts binding of bovine 14-3-3 zeta to phospho-Bad peptide. 220,000 tested, 0.71% active. inhibition, % at 21.7 µM. P63103. TR-FRET 14-3-3zeta/Dy647-pBad peptide displacement, 1 h;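 active = inhibition above about 70%, limit read from the data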;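 note: 0% = full 14-3-3 plus peptide FRET controls and 100% = background without 14-3-3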
Target sequence (P63103 whole entry, looked up): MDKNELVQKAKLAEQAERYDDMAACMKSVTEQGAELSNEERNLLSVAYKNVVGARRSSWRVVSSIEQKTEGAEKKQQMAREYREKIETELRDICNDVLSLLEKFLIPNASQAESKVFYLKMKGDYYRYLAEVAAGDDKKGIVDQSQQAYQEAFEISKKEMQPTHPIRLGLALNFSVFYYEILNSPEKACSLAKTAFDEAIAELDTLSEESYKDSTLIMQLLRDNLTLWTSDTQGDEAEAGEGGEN
Runt-CBFb FRET – Runt domain-CBFb interaction inhibition; Cerulean-Runt/Venus-CBFb FRET ratio 530/480, 1 h; 220,000 tested, 0.46% active; Q01196+Q13951; inhibition, % at 20 µM;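 active = inhibition over about 50% at 20 µM in the single-dose screen, limit read from the data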;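 note: 0% = DMSO wells and 100% = excess unlabeled CBFb competitor control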
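test system = Cerulean-Runt domain fusion protein, energy donor | probe or stimulus = Venus-CBFb binding partner, 100 nM | incubation = two 1 h room-temperature incubations shielded from light | detection = fluorescence energy transfer, 422 nm excitation, 530/480 nm emission | measure = loss of energy transfer signal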
Mdm2 ligase inh – Mdm2 E3 ligase (human) inhibition. 210,000 tested, 0.11% active. signal enhancement, % at 5 µM. Q00987. cell-based MDM2 ubiquitination luciferase reporter, 2 h; 0 = plate control, 100 = twice control, blank-subtracted;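 active = signal enhancement of 30% or more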;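 note: luminescence tracks abundance of the self-degrading MDM2-luciferase fusion protein; higher signal means inhibition of MDM2 E3 ligase activity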
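System: stable MDM2–luciferase fusion reporter cells / Input: 2000 cells seeded into each well / Schedule: 4 h settle plus 2 h compound, 37 °C / Compound: single-point 5 µM / Buffer or medium: cells held in DMEM / Benchmarks: control and blank well means / Evaluation: percent signal gain over controls, blank-subtracted / Measured by: luciferase luminescence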
Hck Nef HTS – human Hck-Nef kinase inhibition; 220,000 tested, 0.68% active; P08631; inhibition, % at 20 µM; Recombinant Hck-YEEI plus Nef, Z-Lyte FRET kinase assay;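 active = Hck-Nef kinase inhibition above about 50%, limit read from the data; inactive = inhibition below that limit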;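 note: 0% = DMSO with Hck plus Nef and 100% = Hck alone without Nef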
Active calls of the source: *; [ ] = dose if it differs, or a comment.

What do the screens show for `COc1ccc(Oc2nccc(-c3ccccc3)c2C#N)cc1`?
TbHK1 inh: 5; zVAD death inh: 0.0; p47phox inh: -8; Runt-SMMHC FRET: 1; EBV gp42 inh: -15; 14-3-3 Bad PPI: 1; Runt-CBFb FRET: 0; Mdm2 ligase inh: 2; Hck Nef HTS: -2

Results for NC(=S)N=Nc1c(O)[nH]c2c(Br)cc(Br)cc12 ?
TbHK1 inh: 1; zVAD death inh: 1.4; p47phox inh: 6; Runt-SMMHC FRET: -2; EBV gp42 inh: -13; 14-3-3 Bad PPI: 6; Runt-CBFb FRET: -1; Mdm2 ligase inh: -5; Hck Nef HTS: 47

How did O=C(O)C1=C[C@@H](c2csc3ccccc23)C[C@@H](OCCCCO)O1 do in these assays?
TbHK1 inh: 6; zVAD death inh: -0.6; Runt-SMMHC FRET: -2; EBV gp42 inh: -2; 14-3-3 Bad PPI: 5; Runt-CBFb FRET: -1; Hck Nef HTS: 13

Results for CC1(C)Cc2nc3oc4c(N5CCOCC5)ncnc4c3cc2CO1 ?
TbHK1 inh: -10; zVAD death inh: 0.8; p47phox inh: 19; Runt-SMMHC FRET: -1; EBV gp42 inh: -3; 14-3-3 Bad PPI: 30; Runt-CBFb FRET: 1; Mdm2 ligase inh: 1; Hck Nef HTS: -2

How did Cc1oncc1-c1cn2ccccc2n1 do in these assays?
TbHK1 inh: 2; zVAD death inh: 0.0; p47phox inh: 1; Runt-SMMHC FRET: 1; EBV gp42 inh: -17; 14-3-3 Bad PPI: -14; Runt-CBFb FRET: -1; Hck Nef HTS: -1

Results for Cc1ccc(S(=O)(=O)NC(C)CCc2ccccc2)cc1 (centres undefined) ?
TbHK1 inh: 10; zVAD death inh: 0.3; p47phox inh: 0; Runt-SMMHC FRET: -2; EBV gp42 inh: -4; 14-3-3 Bad PPI: -2; Runt-CBFb FRET: -4; Mdm2 ligase inh: -9; Hck Nef HTS: -2

What do the screens show for `Cc1ccc(N/N=C(\Cc2nc3ccccc3[nH]2)c2ccccc2)cc1`?
TbHK1 inh: -17; zVAD death inh: -0.8; p47phox inh: -24; Runt-SMMHC FRET: -6; EBV gp42 inh: -14; 14-3-3 Bad PPI: -4[fluorescence artefact?]; Runt-CBFb FRET: 2; Hck Nef HTS: 3

How did COc1ccc(OC)c(-n2c(C)ccc2-c2ccc(S(C)(=O)=O)cc2)c1 do in these assays?
TbHK1 inh: -36; zVAD death inh: -0.2; p47phox inh: -6; Runt-SMMHC FRET: -1; EBV gp42 inh: -4; 14-3-3 Bad PPI: -2[fluorescence artefact?]; Runt-CBFb FRET: 0; Mdm2 ligase inh: -22; Hck Nef HTS: -2

What do the screens show for `Cc1cc(-c2csc(N)n2)c(C)n1Cc1ccccc1`?
TbHK1 inh: -1; zVAD death inh: 0.9; p47phox inh: -46; Runt-SMMHC FRET: -11; EBV gp42 inh: -9; 14-3-3 Bad PPI: -7; Runt-CBFb FRET: 8; Mdm2 ligase inh: -4; Hck Nef HTS: -53

What do the screens show for `O=C(Nc1ccn(Cc2ccccc2F)n1)c1ccc(COc2ccccc2Cl)cc1`?
TbHK1 inh: 19; zVAD death inh: 0.3; p47phox inh: -5; Runt-SMMHC FRET: 3; EBV gp42 inh: -10; 14-3-3 Bad PPI: -5; Runt-CBFb FRET: 2; Mdm2 ligase inh: -5; Hck Nef HTS: 6

What do the screens show for `COc1ccc(/C=C/C(=O)ONC2=NCCCCC2)cc1OC`?
TbHK1 inh: -31; zVAD death inh: 2.1; p47phox inh: 10; Runt-SMMHC FRET: -2; EBV gp42 inh: -1; 14-3-3 Bad PPI: -14; Runt-CBFb FRET: -1; Mdm2 ligase inh: 2; Hck Nef HTS: 25

How did CC(C)c1nc(NCCO)c(C#N)c2c1CCCC2 do in these assays?
TbHK1 inh: -19; zVAD death inh: 1.7; p47phox inh: 3; Runt-SMMHC FRET: 0; EBV gp42 inh: -14; 14-3-3 Bad PPI: -1; Runt-CBFb FRET: 0; Mdm2 ligase inh: -15; Hck Nef HTS: 32

Results for Cn1c(=O)c2c(nc(CN3CCOCC3)n2CC(O)CO)n(C)c1=O (centres undefined) ?
TbHK1 inh: -5; zVAD death inh: 0.0; p47phox inh: -2; Runt-SMMHC FRET: -3; EBV gp42 inh: -3; 14-3-3 Bad PPI: 0; Runt-CBFb FRET: -1; Mdm2 ligase inh: 4; Hck Nef HTS: -1

How did COCCN(C(=O)CCc1ccccc1OC)c1nnc(-c2cccnc2)s1 do in these assays?
TbHK1 inh: -2; zVAD death inh: 1.2; p47phox inh: -2; Runt-SMMHC FRET: 1; EBV gp42 inh: -3; 14-3-3 Bad PPI: -8; Runt-CBFb FRET: -7; Mdm2 ligase inh: 0; Hck Nef HTS: 7

Results for OCCC1CN(Cc2nc(-c3ccccc3)cs2)CCN1C1CCCC1 (centres undefined) ?
TbHK1 inh: -2; zVAD death inh: -1.0; p47phox inh: -9; Runt-SMMHC FRET: -2; EBV gp42 inh: -18; 14-3-3 Bad PPI: -8; Runt-CBFb FRET: -3; Mdm2 ligase inh: 28; Hck Nef HTS: 17

How did CC(C)NC(=O)NC(=O)COC(=O)c1cccc(OC(F)F)c1 do in these assays?
TbHK1 inh: 4; zVAD death inh: 3.3; p47phox inh: 1; Runt-SMMHC FRET: -3; EBV gp42 inh: -4; 14-3-3 Bad PPI: -3; Runt-CBFb FRET: -1; Mdm2 ligase inh: -6; Hck Nef HTS: -4

What do the screens show for `O=C(Cn1nnc(-c2ccc(Cl)cc2)n1)NCCC1=CCCCC1`?
TbHK1 inh: 8; zVAD death inh: 0.9; p47phox inh: -12; Runt-SMMHC FRET: 2; EBV gp42 inh: -6; 14-3-3 Bad PPI: 8; Runt-CBFb FRET: 2; Mdm2 ligase inh: -7; Hck Nef HTS: 5

What do the screens show for `Cc1nn(Cc2ccccc2)c(C)c1NC(=O)CCCn1nc(C)c([N+](=O)[O-])c1C`?
TbHK1 inh: -1; zVAD death inh: 1.6; p47phox inh: 2; Runt-SMMHC FRET: 2; EBV gp42 inh: -15; 14-3-3 Bad PPI: 8[fluorescence artefact?]; Runt-CBFb FRET: 2; Mdm2 ligase inh: -15; Hck Nef HTS: 1

Results for O=C(O)/C=C/C(=O)Nc1ccccc1C(=O)OCC(=O)c1ccc2c(c1)OCCO2 ?
TbHK1 inh: -7; zVAD death inh: 0.9; p47phox inh: 0; Runt-SMMHC FRET: 3; EBV gp42 inh: -14; 14-3-3 Bad PPI: -1; Runt-CBFb FRET: 2; Mdm2 ligase inh: -40; Hck Nef HTS: 11

What do the screens show for `CCCCSCc1nc2ccccn2c1Br`?
TbHK1 inh: -1; zVAD death inh: 0.3; p47phox inh: 0; Runt-SMMHC FRET: 2; EBV gp42 inh: -4; 14-3-3 Bad PPI: -5; Runt-CBFb FRET: 2; Mdm2 ligase inh: -4; Hck Nef HTS: 28

How did CS(=O)(=O)c1ccc2nc(NC(=O)CC3CCCC3)sc2c1 do in these assays?
TbHK1 inh: -9; zVAD death inh: 70; p47phox inh: -20; Runt-SMMHC FRET: -4; EBV gp42 inh: -12; 14-3-3 Bad PPI: -10; Runt-CBFb FRET: -1; Mdm2 ligase inh: 7; Hck Nef HTS: 4

Results for COc1ccc(S(=O)(=O)NC(C(C)C)C(C)C)cc1OC ?
TbHK1 inh: 1; zVAD death inh: -0.1; p47phox inh: 3; Runt-SMMHC FRET: 4; EBV gp42 inh: -7; 14-3-3 Bad PPI: -1; Runt-CBFb FRET: -3; Mdm2 ligase inh: -15; Hck Nef HTS: 0

How did CC(C)NC(=S)N1CCC(Cc2ccccc2)CC1 do in these assays?
TbHK1 inh: -2; zVAD death inh: -0.7; p47phox inh: -2; Runt-SMMHC FRET: -4; EBV gp42 inh: -2; 14-3-3 Bad PPI: 0; Runt-CBFb FRET: 1; Mdm2 ligase inh: 4; Hck Nef HTS: 0

What do the screens show for `CCOC(=O)c1cnc2c(C)c(-c3ccccc3)[nH]n2c1=O`?
TbHK1 inh: -37; zVAD death inh: 1.1; p47phox inh: -14; Runt-SMMHC FRET: 12; EBV gp42 inh: -16; 14-3-3 Bad PPI: 6; Runt-CBFb FRET: 4; Mdm2 ligase inh: -1; Hck Nef HTS: 10

What do the screens show for `CCOC(=O)CN(C(=O)CSc1nnc2c(n1)[nH]c1ccc(OC)cc12)c1ccc(F)cc1`?
TbHK1 inh: -5; zVAD death inh: -1.7; p47phox inh: -16; Runt-SMMHC FRET: -11; EBV gp42 inh: 0; 14-3-3 Bad PPI: 10; Runt-CBFb FRET: -5; Mdm2 ligase inh: -9; Hck Nef HTS: -1

How did COc1cc(C(=O)NCCCNc2nc3cc(C)c(C)cc3cc2C#N)cc(OC)c1OC do in these assays?
TbHK1 inh: 8; zVAD death inh: -0.1; p47phox inh: 5; Runt-SMMHC FRET: 18; EBV gp42 inh: -20; 14-3-3 Bad PPI: 7; Mdm2 ligase inh: -4; Hck Nef HTS: 36

What do the screens show for `CCOC(=O)C1=C(C)N=C2SCCC(=O)N2[C@@H]1c1cccs1`?
TbHK1 inh: -26; zVAD death inh: -0.7; p47phox inh: -11; Runt-SMMHC FRET: 3; EBV gp42 inh: -7; 14-3-3 Bad PPI: -3; Runt-CBFb FRET: 0; Mdm2 ligase inh: 4; Hck Nef HTS: 22

Results for CC1=C(C)C(=O)N(CCC(=O)O)C1=O ?
TbHK1 inh: 16; zVAD death inh: -0.3; p47phox inh: -7; Runt-SMMHC FRET: 0; EBV gp42 inh: 0; 14-3-3 Bad PPI: 7; Runt-CBFb FRET: -2; Mdm2 ligase inh: -8; Hck Nef HTS: 2

How did COCCN(C(=O)CN1CCN(S(=O)(=O)c2ccc(F)cc2)CC1)c1c(N)n(Cc2ccccc2)c(=O)[nH]c1=O do in these assays?
TbHK1 inh: 2; zVAD death inh: 0.0; p47phox inh: -4; Runt-SMMHC FRET: 5; EBV gp42 inh: -2; 14-3-3 Bad PPI: 7[fluorescence artefact?]; Runt-CBFb FRET: -1; Mdm2 ligase inh: 3; Hck Nef HTS: -25

Results for O=C(O)c1ccc(N2C(=O)/C(=C/C=C/c3ccccc3)SC2=S)cc1 ?
TbHK1 inh: 5; zVAD death inh: 36; p47phox inh: -4; Runt-SMMHC FRET: -6; EBV gp42 inh: -9; 14-3-3 Bad PPI: -8; Runt-CBFb FRET: -2; Mdm2 ligase inh: -6; Hck Nef HTS: 17

What do the screens show for `O=C(Nc1ccc(F)c(Cl)c1)NC1CC1`?
TbHK1 inh: -1; zVAD death inh: 0.8; p47phox inh: -8; Runt-SMMHC FRET: 1; EBV gp42 inh: -12; 14-3-3 Bad PPI: -15; Runt-CBFb FRET: -1; Mdm2 ligase inh: -4; Hck Nef HTS: 13

What do the screens show for `O=C(O)c1ccccc1C(=O)c1ccc(Sc2ccc(Cl)cc2)c([N+](=O)[O-])c1`?
TbHK1 inh: -14; zVAD death inh: 0.8; p47phox inh: -14; Runt-SMMHC FRET: -12; EBV gp42 inh: -12; 14-3-3 Bad PPI: -1; Runt-CBFb FRET: -5; Mdm2 ligase inh: -7; Hck Nef HTS: 10

Bioassay records (PubChem)
